# Bioassay records as filed in PubChem BioAssay.
# Dynein cargo inh = blocks dynein driven cargo transport along microtubules. 3617.4 mouse cells, GR-EGFP nuclear translocation imaging; test concentration mostly 20 µM; stimulated with dexamethasone, 1 µM; active compounds read low. z-score, hits read low. 0.47% of 220,000 active. AID 1381;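 active = plate z-score of nuclear minus cytoplasmic receptor signal below a set negative limit, without overly bright fluorescence or cell loss, cut at about -3.5 in these data, passing the limit was not always enough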;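 note: z-score of nuclear minus cytoplasmic ring GR-EGFP intensity difference per well; some compounds called inactive have numbers as strong as hits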
#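 Buffer or medium: Induction medium lacking tetracycline, stripped serum | Also added: Dexamethasone agonist, 1.0 µM final, for 30 min | Timing: 48 h induction, 1 h compound, 30 min dex at 37 °C | Detection: Formaldehyde fixation, Hoechst nuclear stain, 10x automated fluorescence imaging | Measure: Nuclear versus cytoplasmic GR-EGFP signal, averaged per well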
# MT stabilizer = microtubule stabilizers in HeLa cells; 0.83% of 200,000 active; HeLa tubulin immunostaining HCS, 24 h; share of cells brighter than vehicle mean+2SD; % tubulin-high responders, % at 10 µM;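 active = plate Z-score above 3 for both tubulin-high and condensed-nucleus cell shares, with cell loss under 80%, at 10 µM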;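 note: anti alpha tubulin signal scored within the nucleus-defined area of each cell; some results filed as inactive read as strong as hits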
# bCat nuc transl = modulators of beta-catenin nuclear translocation. nuclear translocation activity, % at 5 µM. 0.3% of 190,000 active. AID 1665. HeLa beta-catenin nuclear translocation, immunofluorescence imaging;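 active = nuclear translocation activity above 50% at 5 µM, with a well cell count of 50 or more; inconclusive = wells under 50 cells across six images, flagged as toxic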;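 note: per-cell ratio of nuclear to cytoplasmic median beta-catenin stain intensity; plate controls were DMSO negative control for no effect and GSK-3 inhibitor IX positive control for full effect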
#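 System: HeLa cells, endogenous beta-catenin; compound dosing: 5 µM primary single dose, 0.1% DMSO, 0.02–20 µM confirmation series; incubation: 24 h compound exposure at 37°C, 5% CO2; signal: beta-catenin immunofluorescence imaging with DAPI; evaluation: % activation, nuclear-to-cytoplasmic median beta-catenin signal ratio per cell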
# Hep lipid drop = hepatic lipid droplet formation modulation; AML12 mouse hepatocytes, oleate lipid droplets, BODIPY imaging; inhibition, % at 6.5 µM; 0.4% of 240,000 active; AID 1656;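 active = lipid droplet intensity inhibited by at least 50%, with more than 500 cells counted; inconclusive = wells with under 300 cells, treated as cytotoxic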
#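 Technique: fluorescence imaging, 20x objective, two fields per well / Assay system: AML12 hepatocytes (mouse) / Measure: % inhibition of lipid droplet signal / Doses: 6.5 µM single-point dosing / Incubation: overnight exposure / Reagent: 100 µM oleic acid challenge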
# Autophagy HCS = alters autophagy in cells. 0.98% of 190,000 active. calls only at 10 µM (by protocol). MEF GFP-LC3 puncta imaging; test concentration mostly 10 µM;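 active = percentage of spot-positive cells more than 3 SD above its plate mean, without a fluorescence outlier flag or 80% toxicity; inconclusive = no clear call, values can overlap the other calls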;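 note: spot-positive cell cutoff set from DMSO-treated cells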
# Insulin prom up = MIN6 insulin promoter up-regulation | MIN6 insulin promoter-GFP reporter, high-content imaging; active compounds read high | z-score at 5 µM | 0.3% of 190,000 active | AID 1625;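 active = z-score above 3 at 5 µM with at least 500 cells counted in the well; inconclusive = wells under 500 cells, flagged as cytotoxic or low count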
# XIAP displacement = XIAP antagonists, biochemical, IAP family, fluorescence polarization (AID 1018); XIAP BIR domain, fluorescence polarization peptide displacement; higher % means a stronger effect; one-dose displacement, % at 20 µM; IC50 in µM for titrated hits; 0.007% of 200,000 active; in the data active = displacement above about 50%; note: a part of the inactive calls stands beside numbers as strong as those of hits
# ER stress rescue = protection against thapsigargin-triggered cell killing – 384-well, CSM14.1, ATP luminescence, primary screen (AID 1222) | 190,000 tested, under 10 active | CSM14.1 thapsigargin-induced death rescue, ATP luminescence; higher % means a stronger effect | cellular ATP content (survival), % at 20 µM, or EC50 in µM where a hit was titrated;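 active = EC50 below 50 µM in the dose-response confirmation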;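 note: death triggered by thapsigargin at about 15 µM added after 2 h compound pretreatment; cell ATP read after overnight thapsigargin exposure of roughly 18 to 22 hours; normalized against plate controls of thapsigargin alone and 5% DMSO vehicle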
# WT yeast gro inh = growth inhibition of WT yeast, mitochondrial fusion screen | mitochondrial fusion phenotypic screen, WT strain | inhibition, % at 10 µM | 2.1% of 190,000 active; in the data active = inhibition above about 58%; tested in S. cerevisiae
# WT yeast gro inh mutant strain = second read-out of WT yeast gro inh, no call of its own (marks repeat the call); inhibition, %; mitochondrial fusion phenotypic screen, mutant strain inhibition
# Dynein cargo inh cytoplasmic EGFP = further read-out of Dynein cargo inh, marked with its call; z-score; measured here: cytoplasmic GR-EGFP intensity; active compounds read high
# Dynein cargo inh nuclear GR-EGFP = second read-out of Dynein cargo inh, no call of its own (marks repeat the call); z-score; measured here: nuclear GR-EGFP intensity;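 lower value marks the stronger effect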
# Dynein cargo inh cell count = also measured in Dynein cargo inh; calls as there; z-score; measured here: cell count per field
# Insulin prom up cell count = also measured in Insulin prom up; calls as there; cell count; measured here: cytotoxicity, nuclei count;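 total cells summed across four imaged fields per well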
# Hep lipid drop cells 6.5 µM = second read-out of Hep lipid drop, no call of its own (marks repeat the call); cell count; measured here: cell count, cytotoxicity flag;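 cells counted across two imaged fields per well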
# bCat nuc transl cell count 5 µM = second read-out of bCat nuc transl, no call of its own (marks repeat the call); cell count; measured here: cell count, cytotoxicity flag
# MT stabilizer Hoechst-high % = further read-out of MT stabilizer, marked with its call; % Hoechst-high responders; measured here: nuclear condensation Hoechst responders;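 share of cells brighter than vehicle mean plus two SD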
# MT stabilizer cytotoxicity % = also measured in MT stabilizer; calls as there; toxicity, %; measured here: cytotoxicity by cell density;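 0% = mean cell density of plate MIN control wells and 100% = no cells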
# Autophagy HCS cell loss 18 h = further read-out of Autophagy HCS, marked with its call; toxicity, %; measured here: cell loss, nuclei count;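 cell loss after 18 h compound exposure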
# The depositor's hits bear a star; i = inactive; ? = inconclusive; · = not tested or not shown.
SMILES,Dynein cargo inh,Dynein cargo inh cytoplasmic EGFP,Dynein cargo inh nuclear GR-EGFP,Dynein cargo inh cell count,MT stabilizer,MT stabilizer Hoechst-high %,MT stabilizer cytotoxicity %,bCat nuc transl,bCat nuc transl cell count 5 µM,Hep lipid drop,Hep lipid drop cells 6.5 µM,Autophagy HCS,Autophagy HCS cell loss 18 h,Insulin prom up,Insulin prom up cell count,XIAP displacement,ER stress rescue,WT yeast gro inh,WT yeast gro inh mutant strain
Cc1[nH]nc2c1C(c1ccc(F)cc1)C(C#N)=C(N)O2 (stereo not drawn),-0.48,-0.3,-0.19,0.025,5.1,3.7,2.3,-4.7,787,·,·,i,0,0.21,1094,-1.1%,0.7%,-30,2
Cc1cc([N+](=O)[O-])nn1CC(=O)Nc1c(C)n(C)n(-c2ccccc2)c1=O,-0.33,-0.23,-0.34,0.58,3.5,2.0,4.9,0.8,1111,2,680,i,-8,0.39,1236,3.4%,0.6%,-8,-2
COc1ccc(CCNC(=O)c2cnn3ccccc23)c(OC)c1OC,-0.34,0.1,0.13,-0.58,2.8,2.8,6.1,2.4,1017,20,723,·,·,-1.9,1806,-2.6%,·,9,2
CC(C)(C)C(=O)Nc1c(Br)c(C2CC2)nn1-c1ccccc1,0.21,-0.2,0.53,0.33,·,·,·,-1.7,1348,5,700,·,·,0.11,1100,·,·,·,·
O=C(NCCCc1ccccc1)C1CCC(CNc2c(N3CCCCC3)c(=O)c2=O)CC1 (stereo not drawn),1.3,-0.16,1.2,-0.67,·,·,·,1.6,1228,-6,714,·,·,0.05,955,·,·,·,·
O=C(/C=C/c1ccc(Cl)cc1)Nc1ccc(N2CCCCC2)cc1,0.83,-0.18,1,0.53,2.6,2.6,6.7,-2.1,1428,·,·,i,19,-0.18,1435,-2.7%,1.1%,1,62
O=C1NC(c2ccccc2)=C(c2ccc3ccccc3n2)C(c2ccccc2)N1 (stereo not drawn),-0.25,-0.26,0.39,0.81,4.5,1.6,11,-2.9,546,-3,706,i,8,0.25,1393,0.9%,-1.6%,6,-12
Cc1ccc2nc(-c3ccc(NC(=O)COC(=O)c4cncc(Br)c4)cc3)sc2c1,-0.31,0.17,-0.075,0.28,4.8,3.0,7.7,0.1,1139,-7,576,i,-7,1.3,1460,-0.4%,-5.9%,-4,19
CC(NS(=O)(=O)c1ccc(Cl)cc1)C(=O)NCCC1=CCCCC1 (stereo not drawn),0.14,-0.26,0.37,0.13,4.1,1.4,5.4,1.4,987,-18,685,i,12,0.29,1453,-3.5%,-1.5%,21,10
O=S(=O)(Nc1ccccc1Cl)c1ccc(F)cc1,-0.98,-0.22,-0.43,0.63,0.7,1.6,5.9,0.4,948,-1,761,i,-1,0.99,1259,-2.2%,2.2%,-2,-6
CN(C)c1nc(Nc2ccccc2)nc(N(C)C)n1,-0.53,-0.17,-0.29,-0.26,3.9,2.7,11,0.5,1379,·,·,i,4,1.6,1190,-9.0%,-1.1%,0,8
COc1cccc(CN2C(=O)CN(C3CCCCC3)C(=O)C2c2ccc(F)cc2)c1 (stereo not drawn),-0.014,-0.21,0.096,-0.35,1.5,1.5,12,-3.2,1375,·,·,i,4,0.06,1264,-3.7%,-0.7%,6,-1
Cc1ccc(C(=O)N/C(=C/c2ccco2)C(=O)NCC2CCCO2)cc1 (stereo not drawn),0.79,0.19,0.62,-0.36,5.7,2.0,9.0,-0.1,1090,-6,640,i,8,·,·,1.1%,0.5%,-3,17
CCOC(=O)c1ccc(N2C(=O)C3CC=C(C)CC3C2=O)cc1 (stereo not drawn),0.01,-0.4,0.33,0.28,3.6,1.7,4.2,-2.3,921,·,·,i,0,1.2,1437,-2.0%,0.4%,4,0
O=C1CCCc2ccccc2N1Cc1c(Cl)cccc1Cl,0.13,-0.25,-0.46,0.75,1.1,1.4,9.1,-1.2,1083,-57,670,i,-3,0.9,1757,-1.7%,-0.1%,10,-7
Cc1nc(NCCO)c(C#N)c2c1COC(C)(C)C2,-0.29,-0.16,-0.19,1.3,3.8,3.5,8.2,1.0,1061,-25,711,i,-4,-0.16,1212,-2.7%,·,3,-22
COCCn1c(-c2ccccc2)nc2oc3cc(OC)ccc3c(=O)c2c1=O,-1.1,-0.2,-1.3,-0.089,2.1,2.0,10,·,·,·,·,i,-3,·,·,0.1%,5.6%,-7,-70
COc1ccc(NC2=C(C(C)=O)C(c3ccc4c(c3)OCO4)C(C(C)=O)C(C)(O)C2)cc1 (stereo not drawn),0.8,0.08,0.85,-0.55,4.0,3.8,0.3,-4.0,1199,6,815,i,1,1.6,1243,-17%,-0.5%,16,15
O=C(N1CCN(Cc2ccccc2)CC1)C(Cl)(Cl)Cl,-1.1,0.92,-0.69,1,0.9,2.6,6.4,1.8,931,-7,689,i,13,-0.47,2255,4.9%,-2.3%,12,30
COc1ccc(Cc2c(O)nc(SCC(=O)c3ccc(OC)cc3)[nH]c2=O)cc1,-0.59,-0.32,0.26,-0.5,5.3,1.7,2.7,-7.4,1140,16,704,i,11,0.46,1698,-3.5%,-0.1%,-5,14
Cc1ccc(/C=N/NC(=O)Nc2ccccc2)o1,1.8,-0.059,1.2,-2.4,6.7,3.3,12,1.1,977,-14,547,i,26,-0.28,1266,12%,-3.7%,-10,-26
CC(Oc1ccc(-n2cnnn2)cc1)C(=O)O (stereo not drawn),-0.55,-0.21,-0.42,0.98,1.7,2.5,10,-1.2,1143,16,793,i,-7,0.16,1221,-0.5%,-3.1%,2,0
FC(F)(F)c1cc(Cl)c2nc(-c3ccccc3)cn2c1,0.36,-0.22,0.33,-0.57,2.5,1.3,15,·,·,·,·,i,-11,·,·,-0.3%,-2.2%,7,28
Cc1ccnc2nc(C(=O)Nc3cc(Cl)ccc3N3CCOCC3)nn12,-0.48,-0.14,-0.45,0.18,1.6,2.2,5.6,-2.3,1328,·,·,i,5,-0.14,1240,-4.0%,-1.0%,23,22
O=C1CCCCc2sc(Br)c([N+](=O)[O-])c2N1,-6.5*,1.5*,-2.7*,0.066*,·,·,·,0.3,1300,0,695,·,·,?,·,·,·,·,·
Cc1ccc(-n2c(-c3ccccc3)cc(/C=N/NC(=O)CC#N)c2-c2ccccc2)cc1,0.41,-0.3,0.013,-0.15,4.2,1.9,2.5,0.2,1099,10,722,i,1,-0.31,1188,-8.4%,-2.4%,73*,0.3*
CCOc1ccc(-c2csc(Cn3c(CN4CCN(C)CC4)nc4ccccc4c3=O)n2)cc1,-2.2,-0.32,-1.3,6.8,3.1,1.1,12,-4.5,1122,-4,630,i,-1,-0.29,1375,-1.8%,-5.0%,11,1
COc1ccc(C(=O)N/N=C/c2sc(N3CCOCC3)nc2-c2ccccc2)cc1OC,-1.5,0.16,-0.68,1.9,4.1,2.3,4.6,2.3,959,-4,692,i,3,-1.9,1089,-2.1%,-0.7%,10,-16
Cc1sc2ccc3sccc3c2[n+]1C,1.9,-0.087,1.8,-1.9,1.6,1.3,4.0,1.3,966,-6,632,i,9,-0.03,1345,-0.3%,3.4%,36,26
COc1ccc(OCCSc2nnc(C)n2-c2ccccc2)cc1,-0.98,-0.1,-0.7,0.39,2.7,2.7,3.0,-0.6,547,-33,712,i,-6,·,·,-8.3%,-0.7%,-11,-10
c1ccc(C2OC3c4cccc5cccc(c45)C3N2c2ccccc2)cc1 (stereo not drawn),0.087,-0.24,-0.089,0.52,3.9,2.5,12,0.6,1126,4,734,i,5,-0.51,956,27%,0.1%,28,21
COc1ccccc1CNC(=O)c1ccc(NS(=O)(=O)c2c(C)noc2C)cc1,-0.13,-0.21,0.074,-0.072,2.0,1.7,8.4,1.1,842,·,·,i,-7,1.8,1474,-23%,-0.8%,5,-8
COC(=O)c1ccccc1NC(=O)NCCc1ccccc1OC,1.1,-0.25,0.82,-0.74,3.0,1.2,6.7,1.9,873,0,656,i,-35,-0.49,1722,-3.2%,1.7%,7,4

# Gathered by group: the entries above with bromine.
SMILES,Dynein cargo inh,Dynein cargo inh cytoplasmic EGFP,Dynein cargo inh nuclear GR-EGFP,Dynein cargo inh cell count,MT stabilizer,MT stabilizer Hoechst-high %,MT stabilizer cytotoxicity %,bCat nuc transl,bCat nuc transl cell count 5 µM,Hep lipid drop,Hep lipid drop cells 6.5 µM,Autophagy HCS,Autophagy HCS cell loss 18 h,Insulin prom up,Insulin prom up cell count,XIAP displacement,ER stress rescue,WT yeast gro inh,WT yeast gro inh mutant strain
CC(C)(C)C(=O)Nc1c(Br)c(C2CC2)nn1-c1ccccc1,0.21,-0.2,0.53,0.33,·,·,·,-1.7,1348,5,700,·,·,0.11,1100,·,·,·,·
Cc1ccc2nc(-c3ccc(NC(=O)COC(=O)c4cncc(Br)c4)cc3)sc2c1,-0.31,0.17,-0.075,0.28,4.8,3.0,7.7,0.1,1139,-7,576,i,-7,1.3,1460,-0.4%,-5.9%,-4,19
O=C1CCCCc2sc(Br)c([N+](=O)[O-])c2N1,-6.5*,1.5*,-2.7*,0.066*,·,·,·,0.3,1300,0,695,·,·,?,·,·,·,·,·
